# IDE cell activ: human IDE activators in live cells, primary screen, fluorescence polarization, HEK cells, FAbeta-B substrate; FAbeta-B cleavage; 0% vehicle, 100% cell-free pure enzyme wells; Insulin-degrading enzyme (Homo sapiens), P14735; 340,000 compounds, 0.073% hits; AID 493087, 2011; activation, % at 5.96 µM;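 active = activation above the mean of all tested compounds plus 3 SD, set per screening campaign, cut at about 17% in these data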
# Target sequence (P14735 whole entry, looked up): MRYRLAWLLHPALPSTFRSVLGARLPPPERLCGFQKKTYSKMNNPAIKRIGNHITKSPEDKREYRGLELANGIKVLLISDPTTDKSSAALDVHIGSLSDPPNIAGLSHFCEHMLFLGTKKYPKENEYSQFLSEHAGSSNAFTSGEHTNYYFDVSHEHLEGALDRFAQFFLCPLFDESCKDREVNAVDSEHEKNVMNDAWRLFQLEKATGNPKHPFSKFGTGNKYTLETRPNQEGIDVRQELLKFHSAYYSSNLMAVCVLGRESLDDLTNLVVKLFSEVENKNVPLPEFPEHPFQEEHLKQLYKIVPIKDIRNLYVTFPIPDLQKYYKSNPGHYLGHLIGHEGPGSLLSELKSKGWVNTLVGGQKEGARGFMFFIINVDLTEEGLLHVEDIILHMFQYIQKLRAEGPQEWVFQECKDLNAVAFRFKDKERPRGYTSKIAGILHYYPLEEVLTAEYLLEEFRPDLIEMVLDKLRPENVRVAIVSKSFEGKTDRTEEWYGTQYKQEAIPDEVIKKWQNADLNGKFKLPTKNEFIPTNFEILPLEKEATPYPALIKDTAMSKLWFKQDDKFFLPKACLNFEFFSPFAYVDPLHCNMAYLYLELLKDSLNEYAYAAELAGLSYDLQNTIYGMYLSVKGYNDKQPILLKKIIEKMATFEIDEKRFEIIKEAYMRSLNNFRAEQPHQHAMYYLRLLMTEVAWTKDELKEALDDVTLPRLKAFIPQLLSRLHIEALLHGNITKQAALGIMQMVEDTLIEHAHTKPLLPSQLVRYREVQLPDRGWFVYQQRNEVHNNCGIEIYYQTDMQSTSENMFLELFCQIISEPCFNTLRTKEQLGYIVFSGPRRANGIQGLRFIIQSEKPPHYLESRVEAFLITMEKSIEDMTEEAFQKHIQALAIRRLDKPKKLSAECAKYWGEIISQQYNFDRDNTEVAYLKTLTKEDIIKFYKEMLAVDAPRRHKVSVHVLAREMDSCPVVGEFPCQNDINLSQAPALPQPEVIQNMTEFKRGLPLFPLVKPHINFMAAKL
# HCV NS3 hel inh: inhibitors of HCV NS3 helicase, primary screen, biochemical, Cy5 molecular beacon fluorescence; Hepatitis C virus NS3 helicase; NS3 helicase DNA unwinding; inhibition, % at 10.9 µM; 290,000 compounds, 0.56% hits;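 active = inhibition above the mean of all tested compounds plus 3 SD, set per campaign, cut at about 35% in these data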;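 note: 0% = DMSO wells and 100% = thioflavine S control wells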
#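 Control set: DMSO versus 110 µM thioflavine S; Material: NS3 helicase fragment of HCV; Measured by: Cy5 fluorescence at 0 and 60 min, beacon hairpin quenching; Read-out basis: percent inhibition from t60/t0 fluorescence ratio; Times: reaction time 60 min, 25 °C; Repeats: single replicate; Compound dosing: single dose, 10.9 µM nominal final, DMSO 0.8% final.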
# M18AAP inhibitor: PfM18AAP inhibitors, malaria aminopeptidase, primary screen, biochemical, QFRET, recombinant enzyme; M18 aspartyl aminopeptidase (Plasmodium falciparum 3D7); H-Glu-NHMec fluorogenic cleavage; inhibition, % at 7.35 µM; 290,000 compounds, 1.2% hits;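 active = inhibition above the campaign mean inhibition over all tested compounds plus 3 SD, cut at about 28% in these data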;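 note: 0% = plate median of test compound wells and 100% = 2 mM ZnCl2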
# IDE cell inh: human IDE inhibitors in live cells, primary screen, fluorescence polarization, HEK cells, FAbetaB substrate | Insulin-degrading enzyme (Homo sapiens), P14735 | FAbetaB cleavage | inhibition, % at 5.59 µM | 320,000 compounds, 0.41% hits | AID 434962, 2010;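 active = percent inhibition above the average of all tested compounds plus 3 SD, set per screening campaign, cut at about 16% in these data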;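 note: IDE supplied by intact live HEK cells; FP after avidin binding of uncleaved biotin substrate so inhibition keeps polarization high; 0% = DMSO wells and 100% = 60 µM reference IDE inhibitor Ii1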
# pCIP destab: p/CIP-EGFP fusion destabilizers, primary screen, fluorescence, F442A cells. Q05BA5. 16 h. decrease of EGFP signal, % at 10 µM. 290,000 compounds, 0.01% hits. AID 1984, 2009;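 active = EGFP signal decrease of at least 30% at 10 µM or well 3 SD below plate mean, unless failing retest; inactive = the rest, including hits failing retest or dose response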; note: some compounds called inactive have numbers as strong as hits; many of its hits are not listed in these tables
# UBC9 SUMO inh: inhibitors of in vitro SUMOylation cascade, primary screen, biochemical, HTRF, uHTS; HTRF SUMOylation assay, SAE1/SAE2 + UBC9; inhibition, % at 35 µM; 290,000 compounds, 0.36% hits; in the data active = inhibition above about 50%, passing the limit was not always enough; note: strong numbers were not always called active
# VIM-2 inhibitor: VIM-2 metallo-beta-lactamase inhibitors, primary screen, biochemical, epi-absorbance readout, Pseudomonas aeruginosa enzyme; 290,000 compounds, 0.89% hits; purified VIM-2, nitrocefin hydrolysis, epi-absorbance fluorescence; inhibition, % at 5.6 µM;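 active = inhibition above the mean of all tested compounds plus 3 SD, cutoff set per screening run, cut at about 7.5% in these data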;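 note: red hydrolysis product quenches plate fluorescence so inhibitors raise well fluorescence; 0% = enzyme with DMSO and 100% = DMSO without enzyme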
# FID counter: compounds displacing fluorescent DNA intercalator, primary screen, artefact control for HCV NS3 helicase inhibitor project, biochemical, FID fluorescence; 290,000 compounds, 0.17% hits; inhibition, % at 7.9 µM; DNA fluorescent intercalator displacement; in the data active = inhibition above about 37%;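 note: 0% = vehicle and 100% = reference compound; higher means more ethidium bromide displaced from hairpin DNA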
# IMP-1 inhibitor: IMP-1 metallo-beta-lactamase inhibitors, primary screen, biochemical, epi-absorbance readout, Pseudomonas aeruginosa enzyme; purified IMP-1, nitrocefin hydrolysis, epi-absorbance fluorescence; inhibition, % at 5.6 µM; 290,000 compounds, 0.45% hits; AID 1556, 2009;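 active = inhibition above the mean plus 3 SD of all compounds in the same screening run, cut at about 4.5% in these data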;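 note: 0% = IMP-1 with DMSO and 100% = DMSO wells lacking enzyme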
#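 System: purified recombinant IMP-1 beta-lactamase. Medium: Zinc- and detergent-supplemented HEPES buffer, pH 7.1. Compound: one 5.6 µM dose […]. Schedule: 15 min preincubation plus 25 min reaction at 25 °C. Technique: Epi-absorbance fluorescence, 480 nm excitation, 530 nm emission.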
# The depositor's hits bear a star; / = not tested or not shown.
SMILES,IDE cell activ,HCV NS3 hel inh,M18AAP inhibitor,IDE cell inh,pCIP destab,UBC9 SUMO inh,VIM-2 inhibitor,FID counter,IMP-1 inhibitor
COC(=O)c1sccc1NC(=O)/C=C/c1ccc(Cl)cc1Cl,1.1,10.4,-2.2,0.2,6.0,4.7,-2.5,-6.9,-3.4
Cc1nc2ccc(S(=O)(=O)NCC(=O)N3CCN(c4ccccc4)CC3)cc2s1,-5.3,5.7,-27.2,1.5,-0.5,18.6,-2.5,-9.3,-0.6
CCn1c(SCc2nc3cc(OC)c(OC)cc3c(=O)[nH]2)nc2ccccc21,3.4,-3.9,0.7,0.9,-11.6,8.4,-2.6,-1.1,-3.1
CCN(CC)C(=O)CSc1nc(-c2ccco2)cc(C(F)(F)F)c1C#N,-1.5,-8.0,-0.5,1.3,1.2,-13.7,-0.6,-3.5,-3.9
O=C(O)c1cccc(S(=O)(=O)N2CCSCC2)c1,2.9,-2.8,4.5,3.7,3.1,17.1,-1.4,-0.6,-4.4
Cc1ccc(S(=O)(=O)CCC(=O)NCCN2C(=O)S/C(=C\c3ccccc3)C2=O)cc1,2.9,-2.0,9.8,-0.7,0.7,-4.8,-4.5,-31.4,-3.0
O=c1[nH]c(C2CCN(S(=O)(=O)Cc3ccccc3)CC2)nc2c1nnn2Cc1cccc(Cl)c1,4.9,-10.2,4.8,-7.7,-11.8,-5.1,0.2,-41.2,-0.6
COc1ccc(C(C)=O)cc1CSc1ccc2c(c1)OCCO2,-1.9,-4.0,3.0,8.2,-10.6,-10.0,-3.3,-28.2,-1.9
c1ccn2c(SCc3ccc4c(c3)OCO4)nnc2c1,3.0,3.6,-7.7,-0.7,-19.0,13.4,-1.7,-4.4,-5.2
Cn1c(N)c(C(=O)c2cc(-c3ccccn3)nc3ccccc23)c(=O)[nH]c1=O,1.2,11.8,-3.4,/,-10.5,15.9,37.9*,-10.3,-15.1
O=C(NCc1ccccc1)c1ccc2c(c1)C(=O)N(Cc1cccnc1)C2=O,0.6,7.2,5.1,/,-7.8,1.2,0.5,-22.0,0.2
CCNC(=O)c1nc[nH]c1C(=O)NCC,4.8,-4.2,-3.6,-1.4,4.7,12.3,-0.8,2.1,0.1
CC(Sc1nnnn1C)C(=O)Nc1ccc2c(c1)OCCO2 (stereo unspecified),1.4,7.0,-11.7,-0.3,-3.1,14.9,-1.1,-3.6,-2.8
O=S(=O)(NCC1CCCO1)c1ccc(Cl)cc1 (stereo unspecified),4.0,-0.9,-3.6,-9.3,-4.9,9.2,0.0,-4.8,0.1
COc1ccccc1OC(C)C(=O)N(Cc1ccco1)C1CCS(=O)(=O)C1 (stereo unspecified),7.7,20.3,-6.8,-3.9,1.5,9.5,0.2,-18.4,-0.6
Cc1cc(F)ccc1S(=O)(=O)N1CCCOC1CNC(=O)C(=O)NCc1cccnc1 (stereo unspecified),5.0,0.1,1.5,-1.6,-3.2,1.2,-4.5,-13.0,-2.0
COc1ccc(/C=N/N2CCN(C3c4ccccc4-c4ccccc43)CC2)cc1O,2.6,-14.2,3.1,-2.7,-5.1,-14.8,0.5,-9.2,-3.6
CCC(C)NCCOCCOc1ccc(Br)cc1C (stereo unspecified),8.4,-13.0,-3.4,-2.5,-2.5,-7.4,1.6,11.6,-2.5
Cc1cc(=O)[nH]c(SCc2cc(Cl)ccc2OC(F)F)n1,-7.6,1.3,-0.4,1.5,-0.7,2.5,-5.2,-0.8,-4.5
O=C(CCN1CCOCC1)c1ccccc1,4.3,-1.6,0.0,2.5,4.9,12.0,-1.6,-1.6,1.4
O=C(CSc1cccc(C(F)(F)F)c1)NC(=O)NCc1ccco1,2.1,11.6,4.0,-3.1,-18.9,13.9,-1.8,-11.1,-3.0
O=C(Nc1ccc(NC(=O)c2ccccc2Cl)nc1)c1ccncc1,3.8,0.9,-3.2,4.3,-2.9,10.9,-2.3,-3.1,-2.0
COCCOc1nc2ccccc2nc1C,7.3,0.7,5.1,-3.3,-3.3,9.9,-2.9,1.6,-3.0
CCN(CC)S(=O)(=O)c1ccc(N2CCCC2)c(NC(=O)CC(C)(C)C)c1,2.2,-2.8,8.1,3.7,-2.2,10.5,0.3,-30.5,-1.0
O=C(O)c1ccc(CNC(=O)c2ccc(Br)o2)cc1,2.2,-9.1,-3.4,3.0,-2.9,8.8,-1.2,1.3,-2.5
Cc1cccc[n+]1CC(=O)N1c2ccccc2Sc2ccccc21,4.3,1.3,-6.9,-0.2,11.0,-0.6,-4.7,11.4,-2.3
COC(=O)c1cc(S(=O)(=O)NCC2CCN(CCc3ccc(OC)cc3)CC2)c[nH]1,7.8,2.3,-9.4,0.3,-8.3,9.1,0.7,10.2,-0.5
COc1ccc(C(=O)Cn2c(Br)nc3c2c(=O)n(C)c(=O)n3C)cc1,2.7,0.8,-1.8,-3.7,1.2,-25.9,-3.0,-4.4,-3.8
CC(=O)N/C(=C\c1ccccc1)C(=O)OCc1ccc(C)cc1,1.9,-4.2,-13.6,-7.2,-10.1,7.7,0.4,-24.9,-0.9
CCOc1ccccc1C(=O)Nc1ccsc1C(=O)OC,-1.1,-3.9,3.2,-0.1,-0.6,-21.0,-3.5,-12.4,-2.2
c1coc(CNc2nc3ccccc3s2)c1,1.5,12.6,5.9,1.4,7.8,-17.9,-1.7,-1.8,-2.9
CC(C)NC(=S)N1CCCN(c2ncccc2[N+](=O)[O-])CC1,1.7,1.9,4.8,0.2,-1.9,4.4,-5.1,1.5,-2.9
CC(C)(O)C#Cc1ccc(C(=O)N2CCN(c3ccc([N+](=O)[O-])cc3)CC2)cc1,-1.0,-10.1,-2.5,0.9,17.0,-10.2,-0.8,-23.2,-0.8
S=C(NCC1(c2ccccc2)CCCC1)Nc1ccccc1,1.5,-7.4,-3.8,-4.6,-5.5,-16.1,-2.1,-24.9,-1.6
N#Cc1ccc(OCc2nnc3n2CCCCC3)cc1,-4.5,-3.7,3.5,6.2,8.3,-6.4,-0.3,-1.6,-3.0
CCOc1ccc2nc(Cl)c(CN(C(=O)c3cnccn3)C3CCCC3)cc2c1,7.8,4.1,-10.8,1.6,5.5,4.3,-3.7,-17.8,-1.0
COc1ccc2sc(NC(C)=O)nc2c1,5.3,-0.6,1.4,-0.2,-3.0,12.6,-1.9,-0.5,-2.5
C=CCn1c(C)cc(C(=O)CSc2nnc(NC(C)C)s2)c1C,-4.0,4.2,-4.0,-2.0,8.7,-6.6,0.8,-23.4,-1.9
COC(=O)CCCNC(=O)c1ccc(OC2CCN(CCc3ccccc3)CC2)cc1,-1.0,5.1,-4.0,4.9,-11.1,8.4,-1.1,6.1,-1.6
O=C(N/N=C/c1ccc(OC(=O)c2cccs2)cc1)c1ccccn1,-2.4,5.4,6.1,6.6,-12.4,2.9,-5.8,-34.2,-6.3
COc1ccc(CC(=O)Nc2c3c(nn2-c2cccc(C)c2C)CS(=O)C3)cc1 (stereo unspecified),-1.2,-3.0,-0.5,-2.3,-14.7,20.8,-2.8,-9.7,-0.6
Cc1onc(-c2ccccc2Cl)c1C(=O)N1CCN(c2nc3ccccc3s2)CC1,3.9,5.1,-3.2,5.6,3.7,1.3,-1.3,-20.2,-0.1
Cc1cc(C)cc(-n2c(C)cc(C=C(C#N)C#N)c2C)c1,6.2,3.0,-2.4,-1.0,-5.1,30.1,-0.3,-2.4,-2.2
Cc1ccc(NC(=O)N2CCCCCC2)c(C)c1,6.3,-2.7,6.9,/,-14.8,5.0,-1.6,-2.9,-2.8
CCOC(=O)N1CCN(Cc2cc(=O)oc3ccc(Cl)cc23)CC1,0.9,3.5,6.2,2.6,-2.5,32.5,-3.9,-1.0,-1.6
O=C1OCC(Cn2c3ccccc3c3ccccc32)O1 (stereo unspecified),2.9,-5.8,-10.2,5.1,-2.5,-3.3,-0.6,0.2,-4.0
CN(/C(=N/S(=O)(=O)c1cccs1)c1ccccc1)c1ccccc1,-3.2,-1.2,-1.9,3.1,-6.2,-2.6,-2.1,-10.7,-3.2
CCC(Oc1ccccc1F)C(=O)Nc1ccc2c(c1)n(C)c(=O)n2C (stereo unspecified),3.5,-14.6,-3.9,/,5.5,3.2,-1.2,-21.9,-1.1
COc1cc2c(cc1OC)C(C(=O)Nc1ccc3c(c1)OCCO3)C(c1cccnc1)N(C)C2=O (stereo unspecified),2.5,8.8,-38.4,0.1,-2.8,-18.2,-0.1,-1.1,-3.5
O=C(Nc1ccc(Cl)cn1)C1C(c2ccccc2)C1(Cl)Cl (stereo unspecified),-2.5,-11.0,-4.7,3.0,6.7,-13.1,-0.8,-7.3,-1.4
CN(C1CCCCC1)S(=O)(=O)c1cccc(C(=O)OCC(=O)NC2CCCc3ccccc32)c1 (stereo unspecified),6.0,0.8,3.2,-7.2,-6.7,7.1,-2.3,-27.4,-3.0
COc1cc2c(=O)n(CCCN3CCOCC3)c(=S)[nH]c2c(OC)c1OC,-4.7,-7.0,4.1,-2.1,3.5,16.9,1.9,-4.8,-4.0
COc1cc(/C=N/NC(=O)CSc2ccccn2)ccc1OC(C)C,/,-3.5,-6.7,-10.9,0.3,22.5,-2.2,-26.9,-0.6
C=CCNC(=O)C12CC3(C)CC(C)(CC(C)(C3)C1)C2,-1.6,-2.0,-10.4,5.3,-7.6,15.2,-3.4,-7.2,-2.8
Cc1cc(C)n(-c2ccc(C(=O)Oc3ccc4c(c3)OCO4)cc2)n1,-0.9,-2.3,2.8,4.4,2.3,7.5,-1.0,-6.6,-2.7
Cc1ccc(S(=O)(=O)NC(=NC2CCCCC2)c2ccccc2)cc1,4.1,-3.4,-4.3,4.2,4.6,-13.9,-1.7,-27.2,-2.0
Oc1ccc(Cl)cc1C1=NNC(c2ccc(Cl)cc2)C1 (stereo unspecified),3.0,7.8,-0.1,1.8,-9.8,16.8,-3.5,-1.7,-1.6
O=C(NCCOc1ccc(Cl)cc1)C1CCCCC1,3.1,5.2,6.1,2.6,1.3,-10.9,-2.7,-6.7,-2.9
COc1ccccc1CNC(=O)CCCC(=O)n1nc(C)c2ccccc21,3.1,-4.3,3.8,1.4,-3.6,0.7,-5.1,-33.6,-0.2

# Source: PubChem BioAssay (several laboratories)
